Screens from PubChem.
AmpC inh no detg: qHTS Inhibitors of AmpC Beta-Lactamase (assay without detergent); P00811; AmpC nitrocefin hydrolysis, absorbance 480 nm, 0.0001% Triton; Potency, µM (doses to about 57.1 µM), inactives show top-dose activity change, negative = inhibition, usual class: inhibitors; 330,000 compounds, 0.52% hits; AID 485341, 2010;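 further: potency means the concentration at half of the fitted maximal effect; plate controls were no compound for no effect and no enzyme for full effect; nearly all actives have a fitted effect of over 20% in size; some results filed as inactive show a strong effect at the top dose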
Target sequence (P00811 whole entry, looked up): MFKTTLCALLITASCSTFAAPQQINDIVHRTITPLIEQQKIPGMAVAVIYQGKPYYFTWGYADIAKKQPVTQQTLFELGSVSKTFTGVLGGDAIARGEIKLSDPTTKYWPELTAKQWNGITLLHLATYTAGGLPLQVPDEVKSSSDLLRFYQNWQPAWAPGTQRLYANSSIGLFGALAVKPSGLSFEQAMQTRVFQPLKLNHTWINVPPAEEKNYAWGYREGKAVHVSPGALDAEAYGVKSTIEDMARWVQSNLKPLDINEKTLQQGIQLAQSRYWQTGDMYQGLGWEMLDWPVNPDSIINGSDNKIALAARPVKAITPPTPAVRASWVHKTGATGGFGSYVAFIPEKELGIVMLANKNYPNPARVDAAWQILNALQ
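20 mM phosphate pH 7.0 + 0.01% (detergent screen) or 0.0001% Triton X-100; 5.3 nM AmpC reagent; cpd preinc 15 min RT; nitrocefin (800 uM stock) to start; A480 q20 s × 4 min; Activity was normalised to no-enzyme and no-compound control wells.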
TbPYK inhibitor: qHTS of Trypanosoma Brucei Inhibitors; pyruvate kinase (Trypanosoma brucei), Q57TT1; TbPYK enzyme, Kinase-Glo Plus ATP luminescence, 45 min; Potency, µM (highest dose often 76.8 µM), inactives show top-dose activity, negative = inhibition, hits mostly inhibitors; 410,000 compounds, 0.12% hits; AID 624173, 2012; further: potency means the concentration at half of the fitted maximal effect; on the % scale 0 is the no-effect control and ±100 the full control effect; nearly all actives have a fitted effect of over 50% in size
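Enzyme and substrate buffer are dispensed first and compound is pin-transferred. ADP at 130 uM final then starts the reaction, which runs 45 min at room temperature. Detection reagent is added for 10 min before luminescence is imaged.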
Shiga toxin inh: A qHTS for Small Molecule Inhibitors of Shiga Toxin | Vero cells, Shiga toxin protein synthesis inhibition reporter | inhibition, % at 38.7 µM | 290,000 compounds, 9.2% hits; in the data active means inhibition mostly above about 28%, no sharp cut-off; inactive means mostly below about 43%; further: 0% is about no effect
Pf growth 48h: Primary qHTS for delayed death inhibitors of the malarial parasite plastid, 48 hour incubation; P. falciparum luciferase growth in erythrocytes, 48 h; Potency, µM (doses to about 28.7 µM), for inactives: at the top dose activity change, negative = inhibition, most hits filed as inhibitors; 310,000 compounds, 5.9% hits; further: potency means the concentration at half of the fitted maximal effect; on the % scale 0 is the no-effect control and ±100 the full control effect
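Luminescence readout; reporter = integrated firefly luciferase in P. falciparum. RBC culture at 2% hematocrit, 0.1% parasitemia final, 37 C/5% CO2; decreased signal taken as growth inhibition.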
LmPK inhibitor: qHTS Assay for Inhibitors of Leishmania Mexicana Pyruvate Kinase (LmPK); purified LmPK, Kinase-Glo ATP luminescence, 1 h; 290,000 compounds, 0.37% hits; Potency, µM (highest dose often 57.5 µM), for the others: at the highest dose activity change, negative = inhibition, hits mostly inhibitors; Q27686; further: potency means the concentration at half of the fitted maximal effect; on the % scale 0 is the no-effect control and ±100 the full control effect
Target sequence (Q27686 whole entry, looked up): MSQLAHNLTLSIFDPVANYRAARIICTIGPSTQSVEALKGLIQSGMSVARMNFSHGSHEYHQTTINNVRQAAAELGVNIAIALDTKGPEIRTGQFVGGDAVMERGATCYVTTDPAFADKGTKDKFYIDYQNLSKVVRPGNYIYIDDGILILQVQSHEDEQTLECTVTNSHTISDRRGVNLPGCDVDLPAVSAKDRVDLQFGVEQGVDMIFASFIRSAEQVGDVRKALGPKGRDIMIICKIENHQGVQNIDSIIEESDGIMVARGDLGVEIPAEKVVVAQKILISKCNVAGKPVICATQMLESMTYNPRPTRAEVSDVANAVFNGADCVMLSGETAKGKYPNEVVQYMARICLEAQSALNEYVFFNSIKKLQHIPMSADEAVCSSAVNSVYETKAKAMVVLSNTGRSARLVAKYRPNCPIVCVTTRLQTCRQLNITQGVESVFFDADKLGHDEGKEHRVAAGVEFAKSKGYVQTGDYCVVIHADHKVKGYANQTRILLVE
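Purified LmPK (0.1 nM) converted ADP (0.1 mM) to ATP with PEP (0.5 mM) in imidazole buffer pH 7.2 with KCl and MgCl2, 1 h at room temperature. ATP was read by Kinase-Glo luminescence; data normalized to uninhibited and no-enzyme controls.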
Cycloheximide cs: Cycloheximide Counterscreen for Small Molecule Inhibitors of Shiga Toxin; AID 2314, 2010; cell reporter, cycloheximide protein synthesis inhibition counterscreen; max response, %; 300,000 compounds, 12% hits; in the data active means max response mostly above about 13%, no sharp cut-off; inactive means mostly below about 14%; further: read at 38.3 µM for the half of the compounds with a filed dose; 0% is about no effect
Pf growth 96h: Primary qHTS for delayed death inhibitors of the malarial parasite plastid, 96 hour incubation. P. falciparum luciferase reporter growth, 96 h. Potency, µM (series often up to 28.7 µM), without a hit: at the highest dose activity change, negative = inhibition, actives largely listed as inhibitors. 320,000 compounds, 6.9% hits; further: potency means the concentration at half of the fitted maximal effect; on the % scale 0 is the no-effect control and ±100 the full control effect
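Two-generation exposure (96 h) targets delayed-death phenotype. Reporter parasites carrying integrated firefly luciferase, in red cells at 2% hematocrit and 0.05% parasitemia final, kept at 37 C, 5% CO2; luminescence loss indicates inhibition.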
Starred values were filed as active, the others as inactive; ? = inconclusive; nt = no result given; & = joins results of further samples; [ ] = dose if it differs, or a comment. Unless noted, the call rests on the fitted dose curve; in most records, active means well fitted curve in the direction sought with a large enough effect; inconclusive means small, poorly fitted or top-dose-only effect, or another doubt; inactive means no such curve, though single readings can be large; an effect the other way counts as inactive or inconclusive.

SMILES	AmpC inh no detg	TbPYK inhibitor	Shiga toxin inh	Pf growth 48h	LmPK inhibitor	Cycloheximide cs	Pf growth 96h
O=C(NC(=S)Nc1cccc([N+](=O)[O-])c1)c1ccccc1	-29%	-7%	78*	82%[activator]	-3%	36*	62%[activator]
O=C(O)C(Cc1ccccc1)N1CCS(=O)(=O)CC1 (centres undefined)	-11%	1%	-5	0%	7%	-6	0%
CC/C(=N/Nc1cccc(Cl)c1)c1cnnc(SC)n1	-27%	3%	-2	?	1%	-2	?
CCc1cc2c(NC(Cc3ccccc3)C(=O)O)nc(C)nc2s1 (centres undefined)	-23%	-2%	2	0%	-1%	-3	17%
O=C(/C=C/c1cccc(Oc2ccccc2)c1)N1CCOCC1	52%	-5%	86*	76%[activator]	1%	34*	354%[activator]
Cc1nc(SCC(=O)c2c(N)n(C3CC3)c(=O)[nH]c2=O)[nH]c(=O)c1CCO	6%	-5%	nt	6%	nt	nt	-14%
Brc1cccc(CNCCc2ccc3c(c2)OCO3)c1	-21%	-4%	nt	24%	1%	-2	-31%
CS(=O)(=O)N1CCc2cc(-c3csc(NCC4CCCO4)n3)ccc21 (centres undefined)	46%	-10%	11	9.3µM*	3%	1	?
Cc1ccc(NC(=O)NC2CCCCC2)cc1Cl	-5%	-16%	59*	8%	1%	34*	nt
COc1ccc(Cl)cc1NC(=O)CSc1nc2sccc2c(=O)[nH]1	-41%	1%	-12	14%	16%	2	3%
Cc1sc2nc(CSCC(=O)NC3CCCCC3)[nH]c(=O)c2c1C	-31%	-1%	nt	47%[activator]	nt	nt	-4%
COC(=O)c1ccc(NCC(=O)c2ccccc2)cc1	-5%	?	85*	108%[activator]	?	30*	68%[activator]
CCCCn1c(N)c(N(CCOC)C(=O)c2cccc(S(=O)(=O)N(CC)c3ccccc3)c2)c(=O)[nH]c1=O	61%[activator]	-27%	nt	?	nt	nt	?
CCCCCCN(C(=O)CCCCCN1C(=O)NC(c2ccc(Cl)cc2)C(C(=O)OCc2ccccc2)=C1C)C(C(=O)NCCCC)c1ccc(OCC(=O)OC)c(C(=O)OC)c1 (centres undefined)	48%	nt	-17	7.4µM*	0%	-1	?
O=C(N/C(=C\c1cn(-c2ccccc2)nc1-c1ccc(Cl)cc1)C(=O)N1CCOCC1)c1ccccc1	-17%	nt	-6	8%	1%	-3	11%
N#Cc1ccccc1Sc1ccccc1C(=O)Nc1ccc(Br)cc1	-34%	5%	-11	30%[activator]	2%	2	55%[activator]
Cc1ccccc1CSc1ncc(C#N)c(N)n1	-31%	5%	63	3%	2%	10	166%[activator]
COC(=O)CSc1nc(N)c(C#N)c(-c2ccco2)c1C#N	-21%	-5%	-20	21%	1%	7	33%[activator]
O=[N+]([O-])c1ccc(OCCO)c(P(=O)(c2ccccc2)c2ccccc2)c1	65%[activator]	3%	-6	0%	6%	-1	0%
COc1ccc(N2C(=O)CC(N(Cc3ccco3)C(=O)CCC(=O)O)C2=O)cc1 (centres undefined)	-12%	5%	-7	17%	2%	-1	-29%
COc1cccc(OC)c1C(=O)Nc1ccc([N+](=O)[O-])cn1	-12%	-6%	-7	20%	4%	-1	?
CC(COc1cccc2ccccc12)CN1CCN(C)CC1 (centres undefined)	33%	4%	-9	?	-5%	2	?
CCOC(=O)/C(C#N)=C1/C=CN(C)C=N1	7%	6%	-4	-28%	4%	-3	18%
Cc1ccc(NC(=O)CCNS(=O)(=O)c2ccc3c(c2)c(=O)n(C)c(=O)n3C)cc1C	0%	-3%	26	-4%	-1%	-4	?
CCOc1cnc(-c2ccc(Cl)cc2)o1	-17%	-1%	86*	58%[activator]	-14%	39*	46%[activator]
O=C(NCc1ccccc1Cl)C1CCCN1C(=O)NC1CCCCC1 (centres undefined)	-14%	-13%	-7	12%	1%	0	9%
O=C(CCNS(=O)(=O)c1cccc2nsnc12)NCc1ccccc1	-12%	10%&1%	-6	8%	1%	-8	1%
COc1ccc(OC)c(NC(=O)C2CCN(S(=O)(=O)c3ccc4c(c3)OCCO4)CC2)c1	-10%	-4%	nt	?	nt	nt	?
O=C(c1ccco1)N1CCN(Cc2cc(=O)c(OCc3ccc([N+](=O)[O-])cc3)co2)CC1	0%	8%	nt	?	nt	nt	?
COC(=O)c1ccc2c(c1)sc(=NC(=O)CCS(=O)(=O)c1ccccc1)n2C	?	-3%	nt	2%	nt	nt	?

Complete entries, quoted from the list. Order of values: AmpC inh no detg	TbPYK inhibitor	Shiga toxin inh	Pf growth 48h	LmPK inhibitor	Cycloheximide cs	Pf growth 96h
`COc1cccc(OC)c1C(=O)Nc1ccc([N+](=O)[O-])cn1` in the list: -12%	-6%	-7	20%	4%	-1	?
`O=[N+]([O-])c1ccc(OCCO)c(P(=O)(c2ccccc2)c2ccccc2)c1` in the list: 65%[activator]	3%	-6	0%	6%	-1	0%
`CCOC(=O)/C(C#N)=C1/C=CN(C)C=N1` in the list: 7%	6%	-4	-28%	4%	-3	18%

More compounds
SMILES	AmpC inh no detg	TbPYK inhibitor	Shiga toxin inh	Pf growth 48h	LmPK inhibitor	Cycloheximide cs	Pf growth 96h
CCN(CC)CCn1c(=N)n(CC(O)COc2cccc(C)c2)c2ccccc21 (centres undefined)	55%	2%	5	?	0%	-3	34%[activator]
O=C(CCCCCN1C(=O)c2cccc([N+](=O)[O-])c2C1=O)Nc1ccccc1F	-13%	9%	22	1%	-5%	-3	-12%
Cc1cc(C)n(CC(=O)Nc2ccc([N+](=O)[O-])cc2)n1	-13%	0%	-1	17%	3%	-2	85%[activator]
CCOc1ccc(CC(=O)N/N=C/c2cccnc2)cc1OCC	10%	-1%	-13	0%	-4%	7	16%
CC1CN(C(=O)CS(=O)(=O)Cc2ccccc2)CC(C)O1 (centres undefined)	-9%	0%	3	13%	-5%	-4	?
Cc1cc(NC(=O)CSc2nnc(C3CC3)n2N)no1	3%	-16%	-16	-7%	0%	1	nt
COc1ccccc1/C=N/Nc1nc(C)cc(C)n1	0%	-1%	89*	30%[activator]	-19%	34*	-16%
CCN1C(=O)C(=C/C=C/c2ccco2)C(=O)N(CC)C1=S	-47%	-17%	-5	5%	4%	2	432%[activator]
COc1cc(NS(=O)(=O)c2cc3c(cc2C)NC(=O)CO3)cc(OC)c1	-34%	-3%	7	3%	5%	-1	-29%
Cc1ccc([N+](=O)[O-])cc1NC(=S)NC(=O)c1cccnc1	-26%	1%	-9	2%	-5%	-1	-20%[5.75 µM]
c1ccc2cc(-c3csnn3)ccc2c1	-2%	-4%	108*	35%[activator]	4%	32*	90%[activator]
CC(=O)Nc1ccc(NC(=O)CN(C)S(=O)(=O)c2ccc3ccccc3c2)cc1	225%[activator]	-2%	-20	?	-5%	1	2%
CC1(C)O[C@@H]2[C@H](O1)[C@@H](CO)O[C@H]2n1cnc2c(=O)[nH]cnc21	-11%	2%	nt	-11%	nt	nt	31%[activator]
COC(=O)c1ccccc1NS(=O)(=O)c1ccc(O)c(C(=O)O)c1	-24%	0%	20	5%	-9%	8	12%[5.75 µM]
CCc1ccccc1OCC(=O)NNCC(=O)Nc1cccc(C#N)c1	-19%	4%	nt	?	nt	nt	50%[activator]

Continued, overlapping the part above by 4 compounds.
SMILES	AmpC inh no detg	TbPYK inhibitor	Shiga toxin inh	Pf growth 48h	LmPK inhibitor	Cycloheximide cs	Pf growth 96h
CC(=O)Nc1ccc(NC(=O)CN(C)S(=O)(=O)c2ccc3ccccc3c2)cc1	225%[activator]	-2%	-20	?	-5%	1	2%
CC1(C)O[C@@H]2[C@H](O1)[C@@H](CO)O[C@H]2n1cnc2c(=O)[nH]cnc21	-11%	2%	nt	-11%	nt	nt	31%[activator]
COC(=O)c1ccccc1NS(=O)(=O)c1ccc(O)c(C(=O)O)c1	-24%	0%	20	5%	-9%	8	12%[5.75 µM]
CCc1ccccc1OCC(=O)NNCC(=O)Nc1cccc(C#N)c1	-19%	4%	nt	?	nt	nt	50%[activator]
O=C(CSc1nc(=O)n2ccccc2n1)N1CCC(Cc2ccccc2)CC1	53%	-1%	nt	?	nt	nt	?
Cc1ccc(-c2nc(CS(=O)(=O)CC(=O)NC3CCCCCC3)c(C)o2)cc1	14%	-1%	-3	10%	2%	8	-3%
N#C/C(C(=O)N1CCOCC1)=C1/SC(Cc2ccccc2)C(=O)N1c1ccccc1 (centres undefined)	9%	1%	-5	10%	-1%	2	20%
CC(C)c1nnc(NC(=O)C2CCCN2S(=O)(=O)c2ccc(Cl)cc2)s1 (centres undefined)	-14%	1%	-4	3%	-4%	-1	?
CCOc1ccc(NC(=S)NNC(=O)c2cc(Br)ccc2Cl)cc1	-41%	-15%	-3	-8%	3%	9	-33%[5.75 µM]
O=C(CCc1ccccc1Cl)Nc1cc2c(cc1C(=O)O)OCCCO2	2%	5%	nt	26%	nt	nt	8%
CCC(=O)Nc1c(-c2ccccc2)c(=O)c2ccccc2n1C	-18%	-7%	-6	-9%	0%	1	-4%
COc1ccc(C(=O)OC(C)C(=O)NC(C)CCc2ccccc2)cc1OC (centres undefined)	48%	-3%	-9	0%	0%	1	-27%
COc1ccc(-n2c(=S)[nH]c3ccccc32)cc1	-27%	?	-2	nt	?	1	?
CC(=O)c1cc(O)c2ccccc2c1O	-38%	-14%	66*	?	-11%	31*	?
CCCCCCCCC[n+]1cccc2c3ccccc3ccc21	69%[activator]	0%	-15	0.17µM*	-1%	-2	35%[activator]
O=S1(=O)CCC(NC(=S)NC2CCS(=O)(=O)C2)C1 (centres undefined)	-3%	-15%	8	-3%	4%	-4	161%[activator]
CSc1ccc(CN(C)C(=O)CCNS(=O)(=O)c2ccc(C)c(C)c2)cc1	3%	-2%	nt	3.7µM*	nt	nt	?
O=C(c1ccc2c(=O)n3c(nc2c1)CCCCC3)N1CCN(c2cccc(Cl)c2)CC1	287%[activator]	3%	17	?	0%	-1	0%
O=C(CCCl)Nc1nnc(SCC(=O)NC2CCCC2)s1	-7%	-3%	18	11%	-5%	-2	5%
CCN(CCC(=O)O)c1ccccc1	-12%	3%	5	5%	-1%	5	nt

2 entries from above, as labelled records:
> Cc1cc(NC(=O)CSc2nnc(C3CC3)n2N)no1
- AmpC inh no detg: 3%
- TbPYK inhibitor: -16%
- Shiga toxin inh: -16
- Pf growth 48h: -7%
- LmPK inhibitor: 0%
- Cycloheximide cs: 1
- Pf growth 96h: nt
> CC(COc1cccc2ccccc12)CN1CCN(C)CC1 (centres undefined)
- AmpC inh no detg: 33%
- TbPYK inhibitor: 4%
- Shiga toxin inh: -9
- Pf growth 48h: ?
- LmPK inhibitor: -5%
- Cycloheximide cs: 2
- Pf growth 96h: ?

Compounds as they come (roughly 22% active in at least one column).
